# Bioassay records from PubChem BioAssay.
# EPAC2 antag – qHTS for Antagonist of cAMP-regulated guanine nucleotide exchange factor 2 (EPAC2): primary screen. Rap guanine nucleotide exchange factor 4 (Homo sapiens), Q8WZA2. EPAC2 GEF exchange of Rap1B-BODIPY-GDP, fluorescence. Potency, µM (top dose mostly 114 µM), for inactives: top-dose activity, negative = inhibition, actives largely listed as inhibitors. 0.18% of 360,000 active; further: on the % scale 0 is the no-effect control and ±100 the full control effect; nearly all actives have a fitted effect of over 45% in size; many of its hits are not listed in these tables
# Target sequence (Q8WZA2 whole entry, looked up): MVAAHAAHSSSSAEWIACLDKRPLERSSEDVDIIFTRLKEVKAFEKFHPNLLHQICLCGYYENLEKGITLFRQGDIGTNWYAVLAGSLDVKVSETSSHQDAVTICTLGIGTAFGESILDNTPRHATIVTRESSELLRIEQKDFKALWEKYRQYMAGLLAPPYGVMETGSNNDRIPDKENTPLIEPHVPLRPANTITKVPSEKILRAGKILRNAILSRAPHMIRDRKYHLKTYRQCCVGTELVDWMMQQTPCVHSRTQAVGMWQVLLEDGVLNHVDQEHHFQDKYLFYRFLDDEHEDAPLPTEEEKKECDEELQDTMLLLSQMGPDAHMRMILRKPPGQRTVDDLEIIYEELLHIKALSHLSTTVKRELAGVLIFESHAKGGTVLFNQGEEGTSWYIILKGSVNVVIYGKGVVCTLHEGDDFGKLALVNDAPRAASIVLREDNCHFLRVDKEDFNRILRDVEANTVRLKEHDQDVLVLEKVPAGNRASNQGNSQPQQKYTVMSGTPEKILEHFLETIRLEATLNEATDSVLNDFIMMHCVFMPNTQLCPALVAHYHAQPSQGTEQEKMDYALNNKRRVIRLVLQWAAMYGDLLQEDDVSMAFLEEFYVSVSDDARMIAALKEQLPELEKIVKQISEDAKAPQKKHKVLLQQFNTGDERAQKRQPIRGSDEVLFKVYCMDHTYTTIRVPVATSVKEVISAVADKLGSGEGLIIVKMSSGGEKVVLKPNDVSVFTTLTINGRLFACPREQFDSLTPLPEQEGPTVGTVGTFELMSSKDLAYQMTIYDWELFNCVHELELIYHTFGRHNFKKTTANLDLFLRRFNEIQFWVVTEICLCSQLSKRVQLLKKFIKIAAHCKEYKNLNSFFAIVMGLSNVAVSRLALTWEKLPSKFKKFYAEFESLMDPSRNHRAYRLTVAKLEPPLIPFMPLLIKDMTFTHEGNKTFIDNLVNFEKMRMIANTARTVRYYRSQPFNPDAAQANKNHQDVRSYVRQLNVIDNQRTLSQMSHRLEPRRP
# A549 tox – Nrf2 qHTS screen for inhibitors: counterscreen for cytotoxicity. A549 ARE-Fluc cells, CellTiter-Fluor viability, 18-24 h. Potency, µM (titrated, usually from 46 µM), for the others: at the top dose activity change, negative = cytotoxicity, usual class: inhibitors. 0.16% of 390,000 active; further: on the % scale 0 is the no-effect control and ±100 the full control effect
#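 A549 ARE_Fluc cells in 5% FBS OPTI-MEM were exposed to compounds in concentration-response for 18-24 h at 37 deg C. Viability was read by CellTiter-Fluor fluorescence (Ex 405/Em 525) after 30 min, before the luciferase read.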
# Nrf2 block – Nrf2 qHTS screen for inhibitors | A549 ARE-Fluc reporter, luciferase luminescence, 18-24 h | 2.1% of 360,000 active | Potency, µM (top dose mostly 46 µM), inactives show at the top dose activity change, negative = inhibition, usual class: inhibitors | AID 504444, 2011; further: on the % scale 0 is the no-effect control and ±100 the full control effect; nearly all actives have a fitted effect of over 60% in size
#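 Quantitative HTS in A549 cells stably bearing an antioxidant response element-firefly luciferase construct. Inhibition of Nrf2-driven transcription was scored by luminescence after 18-24 h of compound exposure at 37 °C.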
# MCF10A rerep – A quantitative high throughput screen for small molecules that induce DNA re-replication in MCF 10a normal breast cells; MCF 10A DNA re-replication, Hoechst nuclear intensity, 48 h; Potency, µM (highest dose often 46.1 µM), inactives show at the top dose activity, positive = re-replication, hits mostly activators; 2.9% of 350,000 active; further: % of control where 0% means no effect; nearly all actives have a fitted effect of over 50% in size
# HepG2 viability – qHTS for Inhibitors of TGF-b: Cytotox Counterscreen; HepG2 CAGA-GFP viability, ATP luminescence, 18 h; Potency, µM (doses to about 46.1 µM), inactives show at the top dose activity change, negative = cytotoxicity, usual class: cytotoxic; 0.76% of 410,000 active; AID 588856, 2011; further: some results filed as inactive show a strong effect at the top dose
#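 CellTiter-Glo luminescence gave cytotoxicity after 18 hours at 37 degrees C. The cells were HepG2 CAGA-GFP in 1% FBS DMEM, stimulated with 500 pg/mL TGF-beta after compound addition. %Activity was normalised to no-cell wells (complete cell-killing) and DMSO (no toxicity), and curves were fitted and classified.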
# ATXN2 expr inh – Primary qHTS for Inhibitors of ATXN expression | HEK-293 ATXN2-luciferase reporter, luminescence, 24 h | Potency, µM (doses to about 57 µM), for inactives: at the highest dose activity change, negative = inhibition, usual class: inhibitors | 0.72% of 360,000 active; further: on the % scale 0 is the no-effect control and ±100 the full control effect; nearly all actives have a fitted effect of over 55% in size
#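 ATXN2-luciferase reporter cells (luciferase flanked by upstream and downstream ATXN2 gene portions) were treated 24 h at 37 °C with compounds at up to 57 uM. SteadyGlo luminescence gave expression; GF-AFC fluorescence gave viability.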
# Nrf2 activator – qHTS of Nrf2 Activators; AREc32 ARE-luciferase reporter (MCF7-derived line), luminescence, 24 h; Potency, µM (top dose mostly 46.1 µM), inactives show at the highest dose activation, most hits filed as activators; 0.31% of 410,000 active; further: % of control where 0% means no effect; nearly all actives have a fitted effect of over 65% in size
#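 Luciferase luminescence (Steady-Glo, 30 min at room temperature) served as the read-out of ARE activation in AREc32 cells treated with compounds for 24 hr at 37 deg C.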
# TGFb SMAD3 inh – qHTS for Inhibitors of TGF-b; HepG2 CAGA-GFP TGF-b/SMAD3 reporter, GFP fluorescence, 18 h; TGF-beta stimulated, 500 pg/mL final; Potency, µM (series often up to 46.1 µM), without a hit: top-dose activity, negative = inhibition, actives largely listed as inhibitors; 1.2% of 410,000 active; AID 588855, 2011; further: on the % scale 0 is the no-effect control and ±100 the full control effect; nearly all actives have a fitted effect of over 65% in size
#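 HEPG2 CAGA-GFP reporter cells (1000/well, DMEM with 1% FBS) received compounds, then recombinant TGF-beta at 500 pg/mL final for 18 hours at 37 degrees C. Per-cell GFP summed per well was normalised to unstimulated and stimulated DMSO controls before curve fitting.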
# S2 tox – Viability Counterscreen for Primary qHTS for Inhibitors of ATXN expression; Potency, µM (highest dose often 56.7 µM), hits mostly cytotoxic; S2 cells (HEK-293 line with an ATXN2-luciferase reporter) viability, CellTiter-Fluor protease fluorescence, 24 h; 0.49% of 400,000 active; further: nearly all actives have a fitted effect of over 40% in size
# * marks the source's active call; other numbers are inactive results; i = inactive; ? = inconclusive; nt = no result given; & = joins results of further samples; [ ] = another dose, or the depositor's remark. The call rests on the fitted dose curve; in most records, active means well fitted curve in the direction sought with a large enough effect; inconclusive means small, poorly fitted or top-dose-only effect, or another doubt; inactive means no such curve, though single readings can be large; an effect the other way counts as inactive or inconclusive. Potency means the concentration at half of the fitted maximal effect. This is a subset; the hit share may differ from the screen's.
SMILES,EPAC2 antag,A549 tox,Nrf2 block,MCF10A rerep,HepG2 viability,ATXN2 expr inh,Nrf2 activator,TGFb SMAD3 inh,S2 tox
CCCc1nc(SCC(=O)Nc2nnc(SCC)s2)c2c(=O)n(C)c(=O)n(C)c2n1,-12%,-13%,?,-2%,-5%,8%,0.3%,0%,i
Cc1cccc(C(=O)NNC(=O)C23CC4CC(CC(C4)C2)C3)c1O,-3%,0%,?,17%,-27%,-13%,-0.3%,-28%,i
CC(=O)c1c(C)nc(-c2ccc(OCC(=O)Nc3ccc(F)cc3)cc2)n1O,4%,8%,-3%,-9%,-13%,20%,-1.6%,-15%,i
C=CCn1c(SCC#N)nc2c(c1=O)C(C)(C)Cc1ccccc1-2,-16%,-2%,nt,?,5%,-16%,0.2%,3%,?
C/C(CC(=O)C(F)(F)F)=N\NC(=O)/C(C#N)=C/N(C)C,3%,3%,5%,15%,0%,-8%,-0.1%,2%,i
Cc1cc(C)cc(N(CC(=O)NC2CCCC2)C(=O)CCC(=O)Nc2cc(C)on2)c1,4%,0%,-19%,1%,3%,-7%,0.1%,10%,i
CCOC(=O)c1c[nH][nH]c1=O,-8%,-1%,5%,14%,16%,nt,-0.1%,6%,i
COCc1cc(=O)n2[nH]c(C)c(-c3ccc(Cl)cc3)c2n1,-3%,nt,nt,nt,14µM*,nt,-0.2%,-11%,i
CC(=O)c1ccc(Nc2nc(C(C)N)cs2)cc1 (centres undefined),3%,nt,nt,nt,-2%,8%,-0.1%,2%,i
COc1cc(CCN=Cc2ccccc2O)c([N+](=O)[O-])cc1OC,-7%,nt,nt,nt,-2%,4%,0.1%,-2%,i
Cc1ccc(NC(=O)CSc2nnc(CNC(=O)c3cccs3)o2)c(C)c1,0%,0%,9%,-9%,-3%,3%,-0.8%,-11%,i
CCOc1ccc(N2CC(C(=O)Nc3ccc(S(=O)(=O)Nc4nccs4)cc3)CC2=O)cc1 (centres undefined),-12%,1%,3%,-1%,-8%,210%[activator],0.4%,-4%,i
CCCc1c(C(=O)N/N=C/c2ccc(OCc3ccc(F)cc3)cc2)nnn1-c1nonc1N,6%,nt,nt,nt,-4%,nt,0.7%,2%,nt
CS(=O)(=O)c1nc(-c2ccc(Br)cc2)n[nH]1,-11%,2%,14%,1%,26%,-1%,-0.4%,-6%,i
CCCN(CCC)CCCNC(=O)c1cc2c(=O)n(C)c3ccccc3c2n1C,8%,-16%,14%,?,-33%,?,14%,14%,?
COc1ccc(NC(=O)O/N=C/c2ccc(Br)cc2)cc1,-9%,0%,2%,?,-13%,22%,0.8%,0%,?
CCOc1cc(-c2ccc(OC(=O)c3ccccc3F)cc2)cc(=O)c2c(C)oc(C)c12,nt,1%,-19%,nt,-7%,nt,0.0%,-1%,nt
C#Cc1ccc(CN2CCN(CCc3ccccc3)C(CCO)C2)cc1 (centres undefined),0%,1%,11%,21%,-26%,-15%,3.3%,-6%,i
Cc1[nH]c2ccccc2c1C(=O)COC(=O)c1ccc([N+](=O)[O-])s1,6%,?,?,-9%,-68%,?,-2.1%,?,?
CC1CN(C(=O)c2ccc(COCC(F)(F)F)o2)CC(C)O1 (centres undefined),-1%,12%,6%,1%,-7%,3%,-0.1%,16%,i
Cc1cccc(OC(=O)Cn2c(C(F)(F)F)nc3ccccc32)c1,-6%,-1%,9%,-3%,-2%,-11%,-0.6%,-24%,i
CN(CCN(C)C(=O)c1[nH]cnc1C(=O)Nc1ccccc1)C(=O)c1[nH]cnc1C(=O)Nc1ccccc1,3%,-1%,5%,?,-2%,10%,4.2%,13%,i
Nc1nnc(-c2cccc([N+](=O)[O-])c2)s1,3%,-9%,-18%,0%,-32%,-12%,2.9%,12%,i
O=C(CN(Cc1cccs1)C(=O)CNS(=O)(=O)c1ccc(Cl)cc1)NCC1CCCO1 (centres undefined),5%,7%,-24%,-12%,0%,-4%,0.4%,-12%,i
CCOC(=O)c1cnn(-c2cc(Oc3ccccc3)ncn2)c1N,-4%,-8%,7%,0%,2%,8%,-0.9%,4%,i

# Reprinted from the part before: two entries, then new ones.
SMILES,EPAC2 antag,A549 tox,Nrf2 block,MCF10A rerep,HepG2 viability,ATXN2 expr inh,Nrf2 activator,TGFb SMAD3 inh,S2 tox
O=C(CN(Cc1cccs1)C(=O)CNS(=O)(=O)c1ccc(Cl)cc1)NCC1CCCO1 (centres undefined),5%,7%,-24%,-12%,0%,-4%,0.4%,-12%,i
CCOC(=O)c1cnn(-c2cc(Oc3ccccc3)ncn2)c1N,-4%,-8%,7%,0%,2%,8%,-0.9%,4%,i
COc1ccc(S(=O)(=O)N2CCC(C(=O)N[C@H](C(=O)NCc3ccncc3)C(C)C)CC2)cc1,7%,-1%,?,-1%,-3%,-1%,0.2%,-1%,i
CCCn1cnnc1CNC(=O)C1CCC(=O)N(CCc2ccc(OC)cc2)C1 (centres undefined),3%,-1%,-1%,1%,2%,12%,-0.5%,12%,i
CC(=O)NCCc1nc2cc(NS(=O)(=O)c3ccccc3)ccc2n1C,10%,3%,2%,17%,-1%,32%,0.8%,?,i
O=C(Nc1ccc2nc(N3CCOCC3)sc2c1)c1ccc(F)cc1,-27%,-8%,2%,3%,3%,-8%,0.4%,1%,i
COc1ccc(S(=O)(=O)Nc2cccc3cccnc23)c(N)c1,nt,-2%,?,nt,-41%,nt,nt,?,nt
O=C(Nc1ccccn1)C1CCN(C(=O)Nc2ccccc2)CC1,5%,1%,-8%,-2%,5%,0%,3.1%,-15%,i
Cn1c(=O)[nH]c(=O)c2c1nc(SCCN1CCCCC1)n2CCCc1ccccc1,8%,-4%,8%,-3%,-26%,-6%,-0.4%,8%,i
CC(C)COc1ccc(C(=O)N(Cc2ccc(N(C)C)cc2)Cc2ccco2)cc1,nt,2%,?,nt,-40%,nt,-1.2%,nt,nt
COc1ccccc1-c1csc(C(NC(C)=O)c2cccc(F)c2)n1 (centres undefined),-21%,nt,nt,nt,-27%,24%,3.3%,41%[activator],i
O=C1C=C(c2ccnc3cc(Cl)ccc23)C[C@@H](c2ccc3c(c2)OCO3)C1,7%,-8%,9.2µM*,-2%,-28%,?,-0.5%,?,?
CCn1c2ccccc2c2cc(NC(=O)COC(=O)c3ccccc3Br)ccc21,1%,1%,-26%,18%,-1%,?,-0.5%,-38%,i
COc1ccc(CCN2C(=O)CC(NNC(=O)c3cccc(O)c3)C2=O)cc1 (centres undefined),8%,3%,14%,1%,-5%,-10%,0.3%,-7%,i
CC1CCCCN1C(=O)c1ccc(S(=O)(=O)N2CCCCC2C)cc1 (centres undefined),3%,-5%,-6%,0%,1%,-7%,0.2%,-9%,i
CN(C)C(=O)N1CCC(C(=O)N2CCCC(C(=O)c3cccc4ccccc34)C2)CC1 (centres undefined),-15%,-6%,?,4%,-1%,-5%,0.0%,9%,i
CCCC1OC23CCCCC2C(C#N)(C(=N)O3)C1(C#N)C#N (centres undefined),6%,4%,7%,-3%,0%,10%,9.8%,16%,i
CCOC(=O)c1cccc(NS(=O)(=O)c2cc(Br)cc3c2N(C(=O)C2CC2)CC3)c1,nt,0%,1%[9.27 µM],nt,-6%,?,0.5%,?,?
O=C1CC(Cc2ccc(Cl)cc2)C(=O)N1c1ccccn1 (centres undefined),-3%,0%,-24%,5%,-9%,2%,0.3%,-4%,i
O=C(COC(=O)/C=C/c1ccc(C(F)(F)F)cc1)NCCC1=CCCCC1,4%,6%,2%,0%,-10%,18%,-0.6%,12%,i
O=S(=O)(c1ccc2c(c1)OCCO2)N1CCCN(S(=O)(=O)c2c(F)cccc2F)CC1,14%,1%&-6%,?,?,-16%,-9%,0.6%,-15%,i
CC(=O)N1CCN(C2=NC(=O)/C(=C/c3ccc(OS(=O)(=O)c4ccccc4)cc3)S2)CC1,-25%,-12%,8%,0%,-3%,-38%,0.7%,17%,i
Cc1cccc(C(=O)Nc2cc(C)ccc2NC(=O)COc2ccccc2)c1,-2%,-8%,-7%,20%,-24%,-2%,-0.3%,20%,i
O=C(Nc1ccc(Cl)cc1)NC1CCCCNC1=O (centres undefined),6%,2%,?,1%,-18%,11%,0.2%,-8%,i

# 4 records picked at random from those above:
SMILES,EPAC2 antag,A549 tox,Nrf2 block,MCF10A rerep,HepG2 viability,ATXN2 expr inh,Nrf2 activator,TGFb SMAD3 inh,S2 tox
CCCC1OC23CCCCC2C(C#N)(C(=N)O3)C1(C#N)C#N (centres undefined),6%,4%,7%,-3%,0%,10%,9.8%,16%,i
O=C(Nc1ccccn1)C1CCN(C(=O)Nc2ccccc2)CC1,5%,1%,-8%,-2%,5%,0%,3.1%,-15%,i
CC1CCCCN1C(=O)c1ccc(S(=O)(=O)N2CCCCC2C)cc1 (centres undefined),3%,-5%,-6%,0%,1%,-7%,0.2%,-9%,i
O=C1C=C(c2ccnc3cc(Cl)ccc23)C[C@@H](c2ccc3c(c2)OCO3)C1,7%,-8%,9.2µM*,-2%,-28%,?,-0.5%,?,?
